HT1080 IDH1KD tx: qHTS for induction of synthetic lethality in tumor cells producing 2HG: qHTS for the HT-1080-IDH1KD cell line. HT-1080 IDH1 knockdown viability, ATP luminescence, 48 h. Potency, µM (top dose mostly 46.1 µM), without a hit: at the top dose activity, negative = toxicity, actives largely listed as cytotoxic. 2% of 360,000 active. AID 686971, 2013;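 also: potency is read from the fitted curve at half-maximal effect; 0% = DMSO wells and -100% = cell-free medium wells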
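Cytotoxicity counter-line: IDH1KD HT-1080, 48 h, CellTiter-Glo. Curves classed by r2, magnitude and activity.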
HepG2 viability: qHTS for Inhibitors of TGF-b: Cytotox Counterscreen | HepG2 CAGA-GFP viability, ATP luminescence, 18 h | 0.76% of 410,000 active | Potency, µM (highest dose often 46.1 µM), inactives show at the top dose activity change, negative = cytotoxicity, most hits filed as cytotoxic; also: potency is read from the fitted curve at half-maximal effect; some results filed as inactive show a strong effect at the top dose
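CellTiter-Glo luminescence gave cytotoxicity after 18 hours at 37 degrees C. The cells were HepG2 CAGA-GFP in 1% FBS DMEM, stimulated with 500 pg/mL TGF-beta after compound addition. %Activity was normalised to no-cell wells (complete cell-killing) and DMSO (no toxicity), and curves were fitted and classified.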
KB-3-1 cytotox: qHTS assay for MDR1-selective chemotherapeutics: Primary screen using the parental adenocarcinoma cell KB-3-1; KB-3-1 viability, CellTiter-Glo ATP luminescence, 72 h; Potency, µM (series often up to 46.1 µM), without a hit: top-dose activity change, negative = cytotoxic, most hits filed as cytotoxic; 1.4% of 400,000 active; also: potency is read from the fitted curve at half-maximal effect; % is scaled to controls: 0 for no effect and ±100 for the full control effect; nearly all actives have a fitted effect of over 60% in size
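Cytotoxicity in the drug-sensitive parental line KB-3-1 was scored as loss of CellTiter-Glo luminescence following 72 h incubation with compound. Values come from curve fitting of normalized concentration-response data.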
HT1080-NT tox: qHTS for induction of synthetic lethality in tumor cells producing 2HG: qHTS for the HT-1080-NT fibrosarcoma cell line; HT-1080-NT fibrosarcoma viability, CellTiter-Glo ATP luminescence, 48 h; Potency, µM (series often up to 46.1 µM), inactives show at the highest dose activity, negative = less viability, actives largely listed as cytotoxic; 1.6% of 360,000 active;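 also: NT is the 2HG producing partner of a matched IDH1 knockdown line; potency is read from the fitted curve at half-maximal effect; 0% = DMSO-treated cells and -100% = media-only wells without cells; nearly all actives have a fitted effect of over 55% in size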
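HT-1080-NT fibrosarcoma cells (2HG-overproducing), 750 cells/well in RPMI with 5% FBS, dosed after 2 h and incubated 48 h at 37C. CellTiter-Glo luminescence normalized to DMSO and no-cell wells; concentration-response curves fitted and classed.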
S2 tox: Viability Counterscreen for Primary qHTS for Inhibitors of ATXN expression. 0.49% of 400,000 active. S2 cells (HEK-293 line with an ATXN2-luciferase reporter) viability, CellTiter-Fluor protease fluorescence, 24 h. AID 651635, 2014. Potency, µM (top dose mostly 56.7 µM), hits mostly cytotoxic; also: potency is read from the fitted curve at half-maximal effect; nearly all actives have a fitted effect of over 40% in size
MCF10A rereplic: A quantitative high throughput screen for small molecules that induce DNA re-replication in MCF 10a normal breast cells. 2.9% of 350,000 active. Potency, µM (series often up to 46.1 µM), inactives show at the top dose activity, positive = re-replication, actives largely listed as activators. MCF 10A DNA re-replication, Hoechst nuclear intensity, 48 h; also: potency is read from the fitted curve at half-maximal effect; % of control where 0% means no effect; nearly all actives have a fitted effect of over 50% in size
SW480 rereplic: A quantitative high throughput screen for small molecules that induce DNA re-replication in SW480 colon adenocarcinoma cells; AID 624297, 2012; Potency, µM (series often up to 46.1 µM), inactives show at the highest dose re-replication activation, usual class: activators; SW480 DNA re-replication, Hoechst DNA content imaging, 48 h; 1.8% of 340,000 active; also: potency is read from the fitted curve at half-maximal effect; % of control where 0% means no effect; nearly all actives have a fitted effect of over 55% in size
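SW480 cells exposed to compounds for 48 hr at 37 C, 5% CO2, then Hoechst-stained 40 min. Nuclear DNA content imaged by fluorescence scanning (405 nm excitation, 500-530 nm emission); re-replication scored as increased high-intensity nuclei.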
ATXN2 expr inh: Primary qHTS for Inhibitors of ATXN expression | HEK-293 ATXN2-luciferase reporter, luminescence, 24 h | Potency, µM (highest dose often 57 µM), for inactives: at the highest dose activity change, negative = inhibition, hits mostly inhibitors | 0.72% of 360,000 active | AID 1745845, 2022; also: potency is read from the fitted curve at half-maximal effect; % is scaled to controls: 0 for no effect and ±100 for the full control effect; nearly all actives have a fitted effect of over 55% in size
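ATXN2-luciferase reporter cells (luciferase flanked by upstream and downstream ATXN2 gene portions) were treated 24 h at 37 °C with compounds at up to 57 uM. SteadyGlo luminescence gave expression; GF-AFC fluorescence gave viability.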
IL1B secr inh: qHTS for Inhibitors of Inflammasome Signaling: IL-1-beta AlphaLISA Primary Screen; THP-1 LPS/ATP IL-1B secretion, AlphaLISA, 16 h; stronger effect = lower value; activity change, % at 57.5 µM; 4.7% of 360,000 active; in the data active = activity change below about -50%; inconclusive = mostly about -30% to -49%; also: % is scaled to controls: 0 for no effect and ±100 for the full control effect
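THP-1 cells pretreated 1 hr with compounds (up to 57.5 uM final), then stimulated with LPS (250 ng/mL final) plus ATP (1.25 mM final); secreted IL-1B measured by AlphaLISA after 16 hr, decreased signal indicating inhibition.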
Numbers without * were called inactive; i = inactive; ? = inconclusive; nt = no result given; & = joins results of further samples. Unless noted, calls follow the shape of the dose curve; as a rule, active = well fitted curve in the direction sought with a large enough effect; inconclusive = small, poorly fitted or top-dose-only effect, or another doubt; inactive = no such curve, though single readings can be large; an effect the other way counts as inactive or inconclusive.

cpd	smiles	SW480 rereplic	HT1080-NT tox	ATXN2 expr inh	HepG2 viability	KB-3-1 cytotox	HT1080 IDH1KD tx	MCF10A rereplic	IL1B secr inh	S2 tox
1	COc1cccc(NC(=O)CC2Nc3cc(C)c(C)cc3NC2=O)c1 (stereo unspecified)	nt	nt	14%	-2%	-8%	nt	nt	nt	i
2	Cc1c(C(=O)NCc2ccco2)sc(=O)n1Cc1ccc(S(C)(=O)=O)cc1	nt	4%	17%	-5%	-10%	3%	nt	?	i
3	O=C(NCC1CCCO1)c1ccc(Br)o1 (stereo unspecified)	-6%	?	-5%	3%	0%	23%	0%	-5	i
4	O=C(CC(Cc1ccccc1)C(=O)O)Nc1ccccc1 (stereo unspecified)	-21%	9%	nt	4%	1%	9%	3%	8	i
5	CC1CCN(C(=O)CN(Cc2ccc(Cl)cc2)S(C)(=O)=O)CC1	24%	1%	-4%	-9%	-12%	-5%	5%	-15	i
6	COc1cc(/C=C2/C(=O)NN(c3ccc(Cl)cc3)C2=O)ccc1OC(=O)c1ccco1	-4%	-7%	-8%	-6%	9%	-18%	?	0	i
7	O=C(Nc1ccccn1)c1ccc(S(=O)(=O)N2CCCCC2)cc1	-1%	1%	27%	-32%	12%	-1%	-1%	-2	i
8	CCCS(=O)(=O)N1CCC(C(=O)NCCc2ccccc2)CC1	-3%	7%	7%	9%	3%	5%	-2%	-14	i
9	Cc1onc(-c2ccccc2)c1C(=O)N1CCOCC1	-3%	-1%	-3%	-7%	5%	-8%	-8%	10	i
10	Cc1ccc(NC(=O)CN2C(=O)C3C4C=CC(C4)C3C2=O)cc1 (stereo unspecified)	-1%	-7%	19%	4%	-4%	0%	3%	-16	i
11	O=C(CSc1nnc(CNC(=O)c2c(F)cccc2F)o1)NCc1ccco1	-3%	2%	-9%	-29%	19%	0%	0%	0	i
12	CC(NC(=S)NCCCN1CCOCC1)C12CC3CC(CC(C3)C1)C2 (stereo unspecified)	10%	-9%	-14%	-10%	-5%	-9%	11%	-19	i
13	CCN1CCN(CCNC(=O)CS(=O)(=O)Cc2nc(-c3ccc(C)cc3)oc2C)CC1	-10%	-7%	0%	-18%	11%	-4%	6%	?	?
14	O=C(NC1CCCC1)c1ccc(Cl)c(S(=O)(=O)N2CCCCC2)c1	-5%	-18%	7%	-6%	-1%	13%	-16%	14	i
15	O=C(NC(=S)NC1CCSC1=O)c1ccccc1 (stereo unspecified)	-1%	9%	nt	3%	-1%	7%	-4%	-29	i
16	COc1cc(/C=N/n2nnnc2N)cc(OC)c1OC	0%	0%	nt	-18%	2%	-2%	9%	-7	?
17	Cc1ccc(-c2cc(C(=O)Oc3ccccc3)c3cccc(C)c3n2)cc1	nt	nt	4%	-56%	0%	nt	nt	nt	i
18	Cc1c(Cl)cccc1NC(=O)c1ccc(OCC(=O)NCc2ccccc2)cc1	8%	-6%	-6%	-7%	-2%	-11%	5%	-14	i
19	CCCc1cc(=O)[nH]c(SCC(=O)Nc2sc3c(c2C(N)=O)CCCC3)n1	-3%	12%	-10%	2%	-1%	3%	12%	18	i
20	CN(C)C(CNC(=O)c1cc2ccccc2o1)c1ccccc1 (stereo unspecified)	0%	-8%	-2%	-10%	14%	3%	?	-4	i
21	O=C(Nc1ccc(C(=O)N2CCCCC2)cc1)[C@H]1O[C@@H](n2ccc(=O)[nH]c2=O)[C@H](O)[C@@H]1O	nt	25%	-10%	-29%	0%	14%	nt	-12	i
22	O=S1(=O)CC(N2CCCCC2)C1CN1CCCCC1 (stereo unspecified)	nt	-2%	nt	10%	7%	-9%	nt	4	i
23	COC(=O)C[C@H]1C[C@H]2c3cc(NC(=O)C4CCOCC4)ccc3O[C@H]2[C@H](CO)O1	nt	7%	10%	-23%	-1%	0%	nt	-1	i
24	CSc1ccc(CN2CCN(Cc3ccc([N+](=O)[O-])cc3)CC2)cc1	6%	?	-13%	-2%	?	-29%	15µM*	-67*	?
25	COc1ccc(C#Cc2cnc3c(c2)C(=O)N([C@H](C)CO)C[C@H](C)[C@@H](CN(C)C(=O)Nc2cccc(OC)c2)O3)cc1	nt	-4%	-4%	-16%	0%	-8%	nt	-8	?

Compounds 19–25, quoted:
cpd	smiles	SW480 rereplic	HT1080-NT tox	ATXN2 expr inh	HepG2 viability	KB-3-1 cytotox	HT1080 IDH1KD tx	MCF10A rereplic	IL1B secr inh	S2 tox
19	CCCc1cc(=O)[nH]c(SCC(=O)Nc2sc3c(c2C(N)=O)CCCC3)n1	-3%	12%	-10%	2%	-1%	3%	12%	18	i
20	CN(C)C(CNC(=O)c1cc2ccccc2o1)c1ccccc1 (stereo unspecified)	0%	-8%	-2%	-10%	14%	3%	?	-4	i
21	O=C(Nc1ccc(C(=O)N2CCCCC2)cc1)[C@H]1O[C@@H](n2ccc(=O)[nH]c2=O)[C@H](O)[C@@H]1O	nt	25%	-10%	-29%	0%	14%	nt	-12	i
22	O=S1(=O)CC(N2CCCCC2)C1CN1CCCCC1 (stereo unspecified)	nt	-2%	nt	10%	7%	-9%	nt	4	i
23	COC(=O)C[C@H]1C[C@H]2c3cc(NC(=O)C4CCOCC4)ccc3O[C@H]2[C@H](CO)O1	nt	7%	10%	-23%	-1%	0%	nt	-1	i
24	CSc1ccc(CN2CCN(Cc3ccc([N+](=O)[O-])cc3)CC2)cc1	6%	?	-13%	-2%	?	-29%	15µM*	-67*	?
25	COc1ccc(C#Cc2cnc3c(c2)C(=O)N([C@H](C)CO)C[C@H](C)[C@@H](CN(C)C(=O)Nc2cccc(OC)c2)O3)cc1	nt	-4%	-4%	-16%	0%	-8%	nt	-8	?

Later entries.
cpd	smiles	SW480 rereplic	HT1080-NT tox	ATXN2 expr inh	HepG2 viability	KB-3-1 cytotox	HT1080 IDH1KD tx	MCF10A rereplic	IL1B secr inh	S2 tox
26	CC(=O)OCC(=O)C1(O)CCC2C3CC(C)C4=CC(=O)C=CC4(C)C3(F)C(O)CC21C (stereo unspecified)	10%	15%	1%	0%	-2%	?	3%	nt	i
27	COc1ccc(/C(N)=N/OC(=O)Oc2ccccc2)cc1	-2%	14%	13%	1%	9%	11%	1%	7	i
28	Cc1ccc(NC(=O)C2CC(=O)N(c3ccc4c(c3)OCCO4)C2)nc1 (stereo unspecified)	-11%	0%	5%	2%	9%	2%	4%	17	i
29	CC1CCN(c2ccc([N+](=O)[O-])cc2C(=O)NCC2CCCO2)CC1 (stereo unspecified)	4%	1%	-20%	-30%	-8%	0%	3%	28	i
30	Cc1ccc([N+](=O)[O-])cc1/C=N/Nc1nnnn1-c1ccccc1	0%	-4%	-31%	4%	16%	-2%	2%	10	?
31	CCOCCCNC(=O)C(c1ccc(C)cc1)N1CCOCC1 (stereo unspecified)	-5%	4%	2%	-1%	8%	10%	-1%	-3	i
32	CC(=O)Nc1ccc(S(=O)(=O)N2CCN(c3ccc([N+](=O)[O-])cc3)CC2)cc1	6%	-12%	nt	-56%	-28%	-11%	0%	7	i
33	COc1cc(CN2CCC(C(N)=O)CC2)ccc1OCc1ccccc1	-5%	15%	30%	6%	-1%	5%	14%	-2	i
34	N#C/C(=C(/O)COC(=O)c1ccccc1O)c1nc2ccccc2s1	1%	-12%	-19%	-23%	-8%	12%	?	14	nt
35	CCCCOc1cccc2c(=O)n(CC(=O)Nc3ccc4c(c3)OCCO4)ccc12	nt	-7%	-18%	-34%	?	-22%	nt	-13	i
36	COc1ccc(C(=O)CC(=O)O)c2c1C=CC(C)(C)O2	-2%	-1%	2%	-21%	8%	2%	4%	-6	i
37	COc1ccccc1OCC(=O)NCCC1=CCCCC1	-5%	9%	9%	-5%	11%	17%	14%	18	i
38	CCC(=O)N1CCc2cc(S(=O)(=O)CCC(=O)NCc3cccc(OC)c3)ccc21	1%	4%	-2%	1%&-15%	0%&-14%	1%	-6%	-25	i
39	COc1ccc(Br)cc1S(=O)(=O)NCc1ccccc1	-7%	5%	1%	-3%	8%	2%	-6%	-19	i
40	O=C(NCCCN1CCOCC1)C(=O)NCC1OCCN1S(=O)(=O)c1ccc(Cl)cc1 (stereo unspecified)	nt	21%	nt	5%	5%	7%	nt	2	i
41	O=C(Nc1ccc2c(c1)OCO2)C1CCN(C(=O)CSc2ncnc3ccccc23)CC1	?	-19%	13%	4%	20%	-19%	?	22	i
42	CC1=C(C(=O)N(C(C)C)C(C)C)CC(CC(=O)NCc2ccco2)C(=O)N1Cc1ccccc1 (stereo unspecified)	nt	8%	-7%	-27%	0%	9%	nt	-9	i
43	COc1cc(NC(=O)CSc2nc3[nH]ncc3c(=O)n2-c2ccccc2C)cc(OC)c1OC	-4%&0%	-8%	-22%	-19%	2%	-16%	-5%&-19%	1	i
44	O=c1c(-c2ccc(Br)cc2)[n+]([O-])c2ccccc2n1OCc1ccccc1	-8%	7%	nt	11%	0%	1%	5%	15	i
45	CCOC(=O)c1cc(-c2ccc(C)cc2)n(CCC(=O)Nc2nc3c(C)cccc3s2)c1C	nt	nt	-13%	-16%	-8%	nt	nt	nt	i

Compound activity as filed in PubChem.
